TcdB GH inh – TcdB glycohydrolase inhibitors, primary screen, biochemical, single point, plate reader; TcdB glycohydrolase enzymatic assay; inhibition, % at 9.99 µM; 0.24% of 350,000 active; in the data active = inhibition above about 10%
* marks the source's active call; other numbers are inactive results. Only part of the results is shown; rates above refer to the full screens.

SMILES	TcdB GH inh
Cc1cc(C(=O)Nc2ccc3c(c2)C(=O)N(C)[C@@H]2CC[C@H](CC(=O)NCc4ccc(-c5ccccc5)cc4)O[C@H]2CO3)no1	-0.1
C[C@H]1CN([C@@H](C)CO)C(=O)c2cccc(NC(=O)Nc3cccc4ccccc34)c2O[C@@H]1CN(C)S(=O)(=O)c1ccc(F)cc1	0.8
Cc1cccc(S(=O)(=O)N2C[C@H]3[C@@H](c4ccccc42)[C@H](CO)N3Cc2ccc3c(c2)OCO3)c1	-0.8
CN(C)C(=O)c1cccc(-c2ccccc2[C@@H]2[C@H](C#N)N(C(=O)C3CCCC3)[C@H]2CO)c1	0.6
COc1cc(CN2CC3(CN(C(=O)c4cccnc4)C3)c3c([nH]c4cc(OC)ccc34)[C@H]2CO)cc(OC)c1	-1.1
CCC(=O)NC[C@H]1[C@@H](c2ccc(C3=CCCC3)cc2)[C@@H](CO)N1C(=O)CC	0.2
C[C@@H]1CN([C@@H](C)CO)C(=O)c2cc(C#Cc3ccncc3)cnc2O[C@H]1CN(C)C(=O)CN(C)C	-0.3
CC(C)NC(=O)Nc1cccc2c1O[C@@H](CN(C)C(=O)Nc1cccc3ccccc13)[C@H](C)CN([C@H](C)CO)C2=O	1.1
O=C(C[C@H]1C[C@H]2c3cc(NC(=O)Nc4ccccc4F)ccc3O[C@H]2[C@H](CO)O1)NCC1CC1	-0.1
C[C@H]1CN([C@@H](C)CO)S(=O)(=O)c2ccc(C#CC3CCCC3)cc2O[C@@H]1CN(C)C(=O)Nc1cc(F)ccc1F	-1.3
C[C@H](O)C#Cc1cnc2c(c1)C(=O)N([C@@H](C)CO)C[C@H](C)[C@@H](CN(C)C(=O)Cc1ccccn1)O2	-1.3
C[C@@H]1CN([C@@H](C)CO)C(=O)c2cc(NC(=O)Cc3ccccc3)ccc2O[C@@H](C)CCCCO[C@@H]1CN(C)C(=O)NC1CCCCC1	-1.4
COc1ccc(NC(=O)O[C@H](c2ccc(OCCO)cc2)[C@@H](C)CCO)cc1	1.8
C[C@@H]1CN([C@H](C)CO)C(=O)c2cc(-c3ccc(C#N)cc3)cnc2O[C@@H]1CN(C)Cc1cccnc1	0.2
Cc1noc(C)c1NC(=O)N1C[C@H](O)COC[C@@H]2O[C@@H](CC(=O)NCC3CCCCC3)CC[C@H]21	-0.1
CC(=O)N(C)C[C@@H]1Oc2cc(-c3ccc(C#N)cc3)ccc2S(=O)(=O)N([C@H](C)CO)C[C@H]1C	-1.4
COc1cccc(S(=O)(=O)N2CCCCN3[C@H](C2)[C@@H](c2ccc(-c4cccnc4)cc2)[C@@H]3CO)c1	1.2
C[C@@H]1CCCCO[C@H](CN(C)C(=O)CCCN(C)C)[C@H](C)CN([C@H](C)CO)C(=O)c2cc(NC(=O)NC3CCCCC3)ccc2O1	-0.5
Cc1noc(C)c1NC(=O)N(C)C[C@@H]1Oc2ccc(NC(=O)CCN3CCOCC3)cc2CC(=O)N([C@@H](C)CO)C[C@@H]1C	-8.1
COc1ccc(S(=O)(=O)Nc2ccc3c(c2)C(=O)N([C@H](C)CO)C[C@H](C)[C@H](CN(C)C(=O)CCCN(C)C)OCCCC[C@@H](C)O3)cc1	0.6
OC[C@@H]1[C@@H](c2ccc(C#CC3(O)CCCC3)cc2)[C@@H]2CN(Cc3cccnc3)CCCCN12	-1.2
COCC#Cc1cnc2c(c1)C(=O)N([C@H](C)CO)C[C@@H](C)[C@@H](CN(C)C(=O)C1CCOCC1)O2	0.0
CCS(=O)(=O)N[C@H]1C=C[C@H](CC(=O)Nc2ccccc2)O[C@H]1CO	-0.4
O=C(C[C@@H]1CC[C@@H](NC(=O)Cc2ccccn2)[C@@H](CO)O1)NCCCN1CCOCC1	0.0
CCC(=O)N1C[C@@H]2[C@H](c3ccccc31)[C@H](CO)N2CC1CCCC1	0.3
O=C(C[C@H]1C=C[C@H](NC(=O)Nc2ccc3c(c2)OCO3)[C@@H](CO)O1)NCc1ccccc1	0.8
CCCN(C)C[C@@H]1Oc2ncc(-c3ccccc3OC)cc2C(=O)N([C@@H](C)CO)C[C@@H]1C	-0.3
O=S(=O)(c1ccccc1)N1CCCCN2[C@H](CO)[C@@H](c3ccc(-c4cncnc4)cc3)[C@@H]2C1	-0.1
CCC(=O)N1C[C@H](C)[C@@H](OC)CN(C)C(=O)c2cc(NC(=O)Nc3cccc(F)c3)ccc2OC[C@H]1C	-0.9
O=C(C[C@H]1CC[C@H](NC(=O)C2CCOCC2)[C@@H](CO)O1)NCC1CC1	-4.0

Four of the compounds above, with each value named:
> C[C@H](O)C#Cc1cnc2c(c1)C(=O)N([C@@H](C)CO)C[C@H](C)[C@@H](CN(C)C(=O)Cc1ccccn1)O2
  TcdB GH inh = -1.3
> C[C@@H]1CN([C@@H](C)CO)C(=O)c2cc(NC(=O)Cc3ccccc3)ccc2O[C@@H](C)CCCCO[C@@H]1CN(C)C(=O)NC1CCCCC1
  TcdB GH inh = -1.4
> COc1ccc(NC(=O)O[C@H](c2ccc(OCCO)cc2)[C@@H](C)CCO)cc1
  TcdB GH inh = 1.8
> C[C@@H]1CN([C@H](C)CO)C(=O)c2cc(-c3ccc(C#N)cc3)cnc2O[C@@H]1CN(C)Cc1cccnc1
  TcdB GH inh = 0.2

Looked up above.
CC(=O)N(C)C[C@@H]1Oc2cc(-c3ccc(C#N)cc3)ccc2S(=O)(=O)N([C@H](C)CO)C[C@H]1C in TcdB GH inh is entered as -1.4
COc1cc(CN2CC3(CN(C(=O)c4cccnc4)C3)c3c([nH]c4cc(OC)ccc34)[C@H]2CO)cc(OC)c1 in TcdB GH inh is entered as -1.1
COc1ccc(NC(=O)O[C@H](c2ccc(OCCO)cc2)[C@@H](C)CCO)cc1 in TcdB GH inh is entered as 1.8
CCCN(C)C[C@@H]1Oc2ncc(-c3ccccc3OC)cc2C(=O)N([C@@H](C)CO)C[C@@H]1C in TcdB GH inh is entered as -0.3
OC[C@@H]1[C@@H](c2ccc(C#CC3(O)CCCC3)cc2)[C@@H]2CN(Cc3cccnc3)CCCCN12 in TcdB GH inh is entered as -1.2
Cc1cc(C(=O)Nc2ccc3c(c2)C(=O)N(C)[C@@H]2CC[C@H](CC(=O)NCc4ccc(-c5ccccc5)cc4)O[C@H]2CO3)no1 in TcdB GH inh is entered as -0.1

Next records:
SMILES	TcdB GH inh
Cc1ccc(S(=O)(=O)N(C)C[C@H]2Oc3ccc(NC(=O)Nc4ccc(F)cc4)cc3C(=O)N([C@@H](C)CO)C[C@H]2C)cc1	1.2
CCCNC(=O)N1[C@H](CO)[C@H](c2ccccc2-c2cccc(OC)c2)[C@@H]1C#N	-0.3
O=C(Nc1ccc(F)cc1)N[C@H]1C=C[C@H](CC(=O)N2CCCCC2)O[C@@H]1CO	-1.0
C[C@@H]1CN([C@H](C)CO)C(=O)c2cc(-c3ccccc3)cnc2O[C@@H]1CN(C)C(=O)Cc1cccnc1	-0.3
C[C@H]1CN([C@@H](C)CO)C(=O)c2c(c3ccccc3n2C)-c2ccccc2CO[C@@H]1CN(C)Cc1ccncc1	0.1
C[C@@H]1CN([C@H](C)CO)C(=O)c2cc(NC(=O)CCN3CCOCC3)ccc2O[C@@H]1CN(C)S(=O)(=O)c1ccc(F)cc1	-0.8
C[C@@H]1CN([C@H](C)CO)C(=O)c2cc(-c3cccnc3)cnc2O[C@H]1CN(C)Cc1ccc(Oc2ccccc2)cc1	0.4
C[C@@H](O)C#Cc1ccc([C@@H]2[C@H](CO)N3CCCCN(CC4CC4)C[C@@H]23)cc1	-2.5
C[C@@H]1CN([C@H](C)CO)C(=O)Cc2cc(NC(=O)Nc3ccc4c(c3)OCO4)ccc2O[C@H]1CN(C)C(=O)Nc1ccc2c(c1)OCO2	1.0
CC(C)C#Cc1cnc2c(c1)C(=O)N([C@@H](C)CO)C[C@@H](C)[C@H](CN(C)C(=O)c1ccc3c(c1)OCO3)O2	0.2
C[C@@H]1CN([C@H](C)CO)S(=O)(=O)c2ccc(C#Cc3ccc(F)cc3)cc2O[C@H]1CN(C)C	0.9
COc1ccc2c3c([nH]c2c1)[C@H](CO)N(Cc1ccccc1OC)CC31CCN(S(=O)(=O)c2ccccc2)CC1	1.5
Cc1noc(C)c1NC(=O)N(C)C[C@@H]1Oc2ccc(NC(=O)Nc3ccc(C(F)(F)F)cc3)cc2C(=O)N([C@H](C)CO)C[C@H]1C	-0.2
COc1ccc(S(=O)(=O)Nc2cccc3c2O[C@H](CN(C)Cc2ccc(-c4ccccc4)cc2)[C@H](C)CN([C@@H](C)CO)C3=O)cc1	-1.2
CCCNC(=O)Nc1ccc2c(c1)OC[C@H](C)N(C(=O)CC)C[C@@H](C)[C@@H](OC)CN(C)C2=O	0.9
C[C@@H]1CN([C@H](C)CO)C(=O)c2cc(NC(=O)NC3CCCCC3)ccc2O[C@H]1CN(C)C(=O)Nc1ccc(C(F)(F)F)cc1	-0.2
C[C@H]1CN([C@@H](C)CO)C(=O)c2cccc(NS(=O)(=O)c3ccccc3)c2O[C@H]1CN(C)CC1CC1	0.1
CC=Cc1ccc2n(c1=O)C[C@H]1[C@H](CO)[C@@H](C(=O)NC3CCCC3)N(Cc3cccnc3)[C@@H]21 (mixture of isomers)	-16
CCC(=O)Nc1ccc2c(c1)C(=O)N(C)[C@@H]1CC[C@@H](CC(=O)NC3Cc4ccccc4C3)O[C@@H]1CO2	0.0
COc1ccc(NC(=O)Nc2ccc3c(c2)C(=O)N([C@H](C)CO)C[C@H](C)[C@H](CN(C)C(=O)Nc2c(C)noc2C)O3)cc1	0.5
CCC(=O)N1C[C@H](O)COC[C@H]2O[C@@H](CC(=O)NCc3cc(F)cc(F)c3)CC[C@@H]21	-5.9
CNC[C@@H]1Oc2ccc(NC(=O)CCCN(C)C)cc2C(=O)N([C@H](C)CO)C[C@H]1C	-0.6
O=C(c1cccnc1)N1CC(=O)N2[C@H](CO)[C@H](c3ccc(-c4ccc(F)cc4)cc3)[C@@H]2C1	-0.2
CCC(=O)N(C)C[C@@H]1Oc2cc(C#C[C@H](C)O)ccc2S(=O)(=O)N([C@@H](C)CO)C[C@H]1C	-0.6
C[C@@H]1CN([C@H](C)CO)C(=O)c2cc(NC(=O)Nc3cccc4ccccc34)ccc2O[C@@H]1CN(C)S(=O)(=O)c1ccccc1	1.1
C[C@H](CO)N1C[C@H](C)[C@@H](CN(C)S(=O)(=O)c2ccccc2)Oc2ccc(NS(=O)(=O)c3ccccc3)cc2CC1=O	0.3
COc1ccc2c3c(n(C)c2c1)[C@H](CO)N(C(=O)Nc1ccc(F)cc1)CC31CCN(C(=O)c2ccc3c(c2)OCO3)CC1	-1.6
CNC[C@H]1Oc2c(NS(=O)(=O)c3ccc(C)cc3)cccc2C(=O)N([C@H](C)CO)C[C@@H]1C	0.1
C[C@@H]1CN([C@H](C)CO)C(=O)c2cc(C#CC3CCCCC3)cnc2O[C@@H]1CN(C)Cc1cncnc1	-8.4
N#C[C@@H]1[C@@H](c2ccc(C#CC3CCCC3)cc2)[C@H](CO)N1C(=O)Cc1ccccn1	0.6
C[C@@H]1CN([C@H](C)CO)C(=O)c2cc(N(C)C)ccc2O[C@H]1CN(C)C(=O)NC1CCCCC1	-2.8
CCC(=O)Nc1ccc2c(c1)C(=O)N(C)[C@@H]1CC[C@@H](CC(=O)NCCOC)O[C@H]1CO2	-0.2
C[C@H]1CN([C@@H](C)CO)C(=O)c2cc(C3=CCCC3)cnc2O[C@H]1CN(C)C(=O)C1CCOCC1	0.4
CNC[C@H]1Oc2cc(C#Cc3ccncc3)ccc2S(=O)(=O)N([C@H](C)CO)C[C@@H]1C	0.0
O=C(C[C@@H]1CC[C@@H]2[C@H](COC[C@H](O)CN2Cc2cccc(C(F)(F)F)c2)O1)NCc1ccc(F)cc1	1.3
O=C(C[C@@H]1CC[C@@H](NC(=O)c2ccncc2)[C@H](CO)O1)NCCc1ccncc1	0.7
COc1ccc(S(=O)(=O)Nc2ccc3c(c2)CC(=O)N([C@@H](C)CO)C[C@@H](C)[C@@H](CN(C)S(C)(=O)=O)O3)cc1	-0.1
C[C@@H]1CN([C@H](C)CO)C(=O)c2cc(NS(=O)(=O)c3cn(C)cn3)ccc2O[C@@H](C)CCCCO[C@H]1CN(C)Cc1ccccc1	1.6
C[C@@H]1CN([C@H](C)CO)C(=O)Cc2cc(NS(=O)(=O)c3cccs3)ccc2O[C@H]1CN(C)C(=O)Nc1ccccc1	-0.6
COc1ccc2c3c(n(C)c2c1)[C@H](CO)N(C(=O)c1ccncc1)CC31CCN(C(C)=O)CC1	-2.5
C[C@@H]1CN([C@@H](C)CO)C(=O)Cc2cc(NC(=O)CCCCCC(=O)Nc3ccccc3N)ccc2O[C@H]1CN(C)S(=O)(=O)c1ccccc1	0.5
OC[C@@H]1[C@@H]2c3ccccc3NC[C@@H]2N1CC1CCOCC1	-1.2
CCCNC(=O)N1[C@H](CNC(=O)c2ccccc2)[C@@H](c2ccccc2)[C@@H]1CO	-0.3
O=C(Nc1ccccc1)N1CC(=O)N2[C@@H](CO)[C@@H](c3ccc(C#Cc4cccnc4)cc3)[C@@H]2C1	-0.1
COc1ccccc1C#Cc1cnc2c(c1)C(=O)N([C@@H](C)CO)C[C@@H](C)[C@H](CN(C)C(=O)CC1CC1)O2	0.7
C[C@@H]1CN([C@H](C)CO)C(=O)CCCn2cc(nn2)CO[C@@H]1CN(C)Cc1cccc(O)c1	0.3
C[C@@H]1CCCCO[C@@H](CN(C)Cc2ccc(Cl)c(Cl)c2)[C@H](C)CN([C@H](C)CO)C(=O)c2cc(NC(=O)Nc3ccc(C(F)(F)F)cc3)ccc2O1	0.7
COc1ccc2c3c(n(C)c2c1)[C@@H](CO)N(C(C)=O)CC31CCN(C(=O)NC(C)C)CC1	-0.2
O=C(c1ccncc1)N1C[C@@H]2[C@H](c3ccccc31)[C@H](CO)N2C(=O)Nc1cccc(F)c1	0.2
COc1ccc(S(=O)(=O)N[C@@H]2C=C[C@@H](CC(=O)NCCc3ccccc3)O[C@H]2CO)cc1	1.0
O=C(C[C@H]1C=C[C@@H](NC(=O)CCN2CCCCC2)[C@H](CO)O1)Nc1ccccc1	0.8
O=C(C1CCCC1)N1CC2(C1)[C@@H](c1ccccc1)[C@H](CO)N2C(=O)CC1CC1	-0.6
CCNC(=O)C[C@@H]1CC[C@@H]2[C@H](COC[C@H](O)CN2C(=O)Nc2cccc(OC)c2)O1	0.0

Compound activity (PubChem BioAssay)
